Tn7 DDE FP – inhibitors of Tn7 peptide binding to fibrin DD(E), primary screen, biochemical, fluorescence polarization, human fibrin, Tn7 probe | actives 0.13% (n = 370,000) | inhibition, % at 8.3 µM | AID 720508, 2013 | FP displacement of FITC-Tn7 peptide from fibrin DD(E); 0% = median of compound wells per plate;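 active = inhibition above the mean of compounds falling within the control limits plus 3 SD of them, cut at about 14% in these data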;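 also: 0% = plate median of compound wells and 100% = 10 µM Aha-Tn7 peptide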
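Assay system: Human fibrin DD(E) protein | Medium: Tris buffer with calcium and detergent, pH 7.8 | Reagent: 0.1 µM fluorescent Tn7 | Compound dosing: Single point at 8.3 µM | Times: 10 min preincubation, 3 h with tracer, room temperature | Detection: Fluorescence polarization of the labelled Tn7 tracer | Controls: Aha-Tn7 high control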
TCR-CD3 inh – inhibitors of human TCR-CD3 interaction, primary screen, biochemical, fluorescence, TAMRA-labeled TCR probe; inhibition, % at 9.4 µM; actives 0.37% (n = 360,000); T-cell receptor (TCR); in the data active = inhibition above about 19%;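 also: recombinant mutant TCR 2C K166C tagged with TAMRA read by polarization; 0% = receptor in buffer alone and 100% = receptor with positive control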
UHRF1 binding – UHRF1 methylated DNA binding inhibitors, primary screen, counter-screen for MBD2 inhibitor project, biochemical, TR-FRET, human UHRF1, single concentration; inhibition, % at 4.4 µM; UHRF1 binding to methylated oligo; E3 ubiquitin-protein ligase UHRF1 (Homo sapiens), Q96T88; AID 687016, 2013; actives 0.75% (n = 370,000); in the data active = inhibition above about 21%;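 also: UHRF1 SRA domain binding a hemimethylated CpG hairpin DNA probe; 0% = median of test compound wells and 100% = reference inhibitor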
ABHD4 inh – ABHD4 inhibitors, primary screen, biochemical, fluorescence polarization, mouse | purified mABHD4, FP-Rh probe fluorescence polarization | actives 0.54% (n = 370,000) | inhibition, % at 8.92 µM | AID 720543, 2013;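 active = inhibition exceeding the mean over every tested compound plus 3 SD, cut at about 30% in these data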;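 also: 0% = plate median of compound wells and 100% = S159A mutant with DMSO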
Target sequence (Q8VD66 whole entry, looked up): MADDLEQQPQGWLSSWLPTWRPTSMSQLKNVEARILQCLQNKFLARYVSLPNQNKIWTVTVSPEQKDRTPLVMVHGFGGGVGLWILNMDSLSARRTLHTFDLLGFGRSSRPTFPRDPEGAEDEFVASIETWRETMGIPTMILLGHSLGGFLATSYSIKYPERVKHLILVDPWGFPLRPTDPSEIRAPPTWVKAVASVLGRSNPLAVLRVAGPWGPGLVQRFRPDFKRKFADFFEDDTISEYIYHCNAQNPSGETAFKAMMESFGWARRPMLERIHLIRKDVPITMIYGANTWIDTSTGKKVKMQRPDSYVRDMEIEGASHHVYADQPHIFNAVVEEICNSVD
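Test system: mABHD4 protein; Read-out basis: % inhibition; Incubation: 45 min + 60 min at 25 °C; Repeats: single replicate; Technique: fluorescence polarization with parallel and perpendicular emission, 525/598 nm; Compound: 8.92 µM, single dose; Benchmarks: full inhibition S159A mutant plus DMSO, zero as sample-well median.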
HTRA1 inh – HTRA1 serine protease inhibitors, primary screen, biochemical, fluorescence polarization, HTS; inhibition, % at 5.96 µM; actives 0.5% (n = 340,000); Q92743; recombinant HTRA1, FP-rhodamine activity-based probe; in the data active = inhibition above about 36%;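 also: 0% = enzyme with DMSO and 100% = wells lacking enzyme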
PRMT1 inh – PRMT1 methyltransferase inhibitors, primary screen, biochemical, fluorescence polarization | Protein arginine N-methyltransferase 1 (Homo sapiens), Q99873 | recombinant PRMT1, activity-based probe fluorescence polarization | inhibition, % at 2.79 µM | actives 1.3% (n = 370,000);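 active = inhibition above about 21% made by adding two undisclosed values, limit read from the data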
SIAE primary – human SIAE inhibitors, primary screen, biochemical, fluorescence polarization, FP-Rh probe, 1536-well HTS; Sialate O-acetylesterase (Homo sapiens), Q9HAT2; SIAE FP-Rh probe binding; inhibition, % at 9.66 µM; actives 0.69% (n = 370,000); AID 1053197, 2014;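 active = inhibition above a cutoff: mean of compounds within the control limits plus 3 SD of those, cut at about 17% in these data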;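 also: 0% = plate median of compound wells and 100% = probe without SIAE protein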
Target sequence (Q9HAT2 whole entry, looked up): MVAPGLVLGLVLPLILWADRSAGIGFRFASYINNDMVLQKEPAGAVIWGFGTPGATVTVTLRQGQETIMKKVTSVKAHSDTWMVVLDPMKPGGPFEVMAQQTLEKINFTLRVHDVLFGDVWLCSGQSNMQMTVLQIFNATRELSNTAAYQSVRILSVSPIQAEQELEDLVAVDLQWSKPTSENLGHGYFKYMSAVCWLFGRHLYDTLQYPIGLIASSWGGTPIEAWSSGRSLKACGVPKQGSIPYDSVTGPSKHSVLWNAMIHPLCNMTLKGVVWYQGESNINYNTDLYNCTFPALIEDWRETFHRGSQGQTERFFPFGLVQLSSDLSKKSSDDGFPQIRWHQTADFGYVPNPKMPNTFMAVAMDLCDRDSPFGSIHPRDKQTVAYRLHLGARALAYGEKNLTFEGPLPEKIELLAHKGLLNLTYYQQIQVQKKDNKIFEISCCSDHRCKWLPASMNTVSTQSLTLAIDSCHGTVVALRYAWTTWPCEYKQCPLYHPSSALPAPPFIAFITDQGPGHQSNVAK
TDP2 inh – human TDP2 enzyme inhibitors, primary screen, biochemical, epi absorbance, recombinant enzyme | Tyrosyl-DNA phosphodiesterase 2 (Homo sapiens), O95551 | T5PNP hydrolysis, p-nitrophenol absorbance 415 nm | inhibition, % at 12.8 µM | actives 0.34% (n = 370,000) | AID 720702, 2013;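 active = inhibition above the mean of all tested compounds plus 3 SD, set per campaign, cut at about 25% in these data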;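 also: 0% = DMSO with enzyme and 100% = buffer with substrate but no TDP2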
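System – recombinant human TDP2 · Quantity – TDP2 enzyme at 120 nM final · Doses – single concentration, 12.8 µM nominal, with 1% DMSO · Incubation – 2 h at 37 °C · Measured by – epi absorbance of p-nitrophenol freed from T5PNP by hydrolysis · Read-out – % inhibition relative to enzyme-containing and enzyme-free wells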
LEDGF integ inh – blockers of LEDGF/p75-dependent integrase strand transfer – biochemical, TR-FRET, high throughput, primary screen; actives 0.64% (n = 370,000); inhibition, % at 3.7 µM; TR-FRET IN-LEDGF/p75 DNA integration, Eu/Cy5; HIV-1 integrase (with human LEDGF/p75);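 active = inhibition above the screen-wide mean plus 3 SD, cut at about 13% in these data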;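 also: signal is the Cy5 over europium emission ratio at 671 and 618 nm; 0% = plate median of compound wells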
PG9 Ab binder – binders of HIV-1 gp120 antibody PG9, primary screen, biochemical, TR-FRET | AID 624416, 2012 | inhibition, % at 6.7 µM | HIV-1 gp120 / PG9 antibody interaction | actives 0.43% (n = 360,000) | TR-FRET gp120-PG9 antibody binding; in the data active = inhibition above about 8.5%
* = called active by the depositor; / = no result given. No enrichment for hits; any-hit rate near 4.2%.

SMILES	Tn7 DDE FP	TCR-CD3 inh	UHRF1 binding	ABHD4 inh	HTRA1 inh	PRMT1 inh	SIAE primary	TDP2 inh	LEDGF integ inh	PG9 Ab binder
Cc1cc(F)c(F)c(C(=O)N2CCC(C)CC2)c1Cl	-2	1	0	3	-8	0	-2	5	2	-1.8
O=C(CN1CCN(c2ccccc2O)CC1)Nc1ccc(S(=O)(=O)N2CCCCCC2)cc1	4	1	-1	-2	-6	0	5	-7	-3	1.4
Cc1ccc(S(=O)(=O)C2(C(=O)NC3CCCCC3)CC2)cc1	-3	-4	4	-2	6	-5	6	1	0	1.0
COc1cc(/C=N/Nc2nc(C)nc3c2cnn3-c2ccccc2)ccc1O	-4	-7	3	5	4	11	11	-7	0	-2.0
Cc1cccc(OCCC(=O)Nc2ccc(Cl)cc2F)c1	0	-2	2	-2	-15	2	6	9	-3	-0.3
CCOC(=O)CNC(=O)c1cc(-c2ccc3c(c2)OCCO3)oc1C	-16	0	0	-3	3	-1	-4	4	-2	-1.3
CCOC(=O)CC1C(=O)NCCN1Cc1ccc(OC)c(OC)c1 (centres undefined)	-3	-4	5	0	6	2	5	-2	-5	-1.8
O=C(N/N=C/c1ccncc1)c1cccc([N+](=O)[O-])c1	-10	-7	0	2	/	-4	2	-9	1	-1.2
COc1cc(/C=N/Nc2nc(N3CCCC3)nc(N3CCCC3)n2)ccc1O	8	1	0	11	2	1	6	7	-1	-0.8
CC(O)Cn1nc([N+](=O)[O-])nc1N (centres undefined)	1	-5	4	-11	1	-9	-2	-26	5	1.5
Cn1c2c(c(=O)[nH]c1=O)C(NC(=O)c1ccco1)(C(F)(F)F)C(=O)N2 (centres undefined)	1	4	2	-1	3	0	1	3	-1	-0.4
COc1ccccc1C(CNC(=O)c1cccc(NS(=O)(=O)c2ccc(C)c(F)c2)c1)N1CCCC1 (centres undefined)	-2	-8	1	11	-7	3	5	-12	-6	-0.4
COc1ccc(OCC(=O)Nc2nc3c(s2)CCCC3)cc1	4	7	0	8	-5	-2	-4	-16	1	-0.4
COc1ccc(C2=NOC(C(=O)NCc3ccco3)C2)cc1 (centres undefined)	-5	3	0	-6	5	-1	-3	-4	-2	-1.7
Cc1ccc(S(=O)(=O)N(C)C[C@@H]2Oc3ccc(NS(=O)(=O)c4ccccc4)cc3CC(=O)N([C@@H](C)CO)C[C@H]2C)cc1	-2	3	5	-7	-6	-1	-4	-15	-2	-0.1
CC(=O)N(C(C)=O)c1ccc(Oc2ccc(Oc3ccc(N(C(C)=O)C(C)=O)cc3)cc2)cc1	-2	1	-1	6	2	0	3	-5	-2	3.3
CCN(CC)CCn1c(NS(=O)(=O)c2ccc(C)cc2)nc2ccccc21	-6	-5	1	2	-4	-3	-8	-1	7	-1.4
COc1ccccc1CNc1nc(NCc2ccccc2OC)c2sccc2n1	-1	-7	0	15	/	-3	20*	-5	0	0.5
O=C(CSc1nnc(Cn2c(=O)sc3ccccc32)n1-c1ccccc1)N1CCOCC1	5	4	6	-8	3	3	-4	-8	-2	1.2
O=C(O)CCCN1C(=O)C(=O)/C(=C(/O)c2ccccc2)C1/C=C/c1ccccc1 (centres undefined)	-3	2	-3	5	-1	-2	5	15	1	-3.7
CCOC(=O)CC1C(=O)NCCN1S(=O)(=O)c1ccc(C)cc1 (centres undefined)	6	-4	0	2	0	1	4	0	-2	-2.1
O=C(Cn1c(=O)oc2cc(S(=O)(=O)N3CCOCC3)ccc21)N1CCc2ccccc2C1	1	-1	-2	-1	4	-1	-6	-2	-2	-0.8
CCc1ccc(-n2c(SCC(=O)N3Cc4ccccc4CC3C(=O)O)nnc2-c2ccncc2)cc1 (centres undefined)	0	-3	0	8	5	7	3	9	1	1.7
O=C(COC(=O)c1ccc(F)c(S(=O)(=O)N2CCOCC2)c1)NCc1ccco1	4	3	7	-16	7	7	5	-9	-6	-2.1
CC(=O)N1c2ccc(S(=O)(=O)N(C)Cc3ccco3)cc2CC1C (centres undefined)	-6	6	2	8	9	1	-2	7	-3	-0.1

By substructure, the entries above containing an aryl thioether with sulfur outside any ring.
SMILES	Tn7 DDE FP	TCR-CD3 inh	UHRF1 binding	ABHD4 inh	HTRA1 inh	PRMT1 inh	SIAE primary	TDP2 inh	LEDGF integ inh	PG9 Ab binder
O=C(CSc1nnc(Cn2c(=O)sc3ccccc32)n1-c1ccccc1)N1CCOCC1	5	4	6	-8	3	3	-4	-8	-2	1.2
CCc1ccc(-n2c(SCC(=O)N3Cc4ccccc4CC3C(=O)O)nnc2-c2ccncc2)cc1 (centres undefined)	0	-3	0	8	5	7	3	9	1	1.7

Arranged by molecular weight (smallest number first): 3 of the compounds above.
SMILES	Tn7 DDE FP	TCR-CD3 inh	UHRF1 binding	ABHD4 inh	HTRA1 inh	PRMT1 inh	SIAE primary	TDP2 inh	LEDGF integ inh	PG9 Ab binder
Cc1ccc(S(=O)(=O)C2(C(=O)NC3CCCCC3)CC2)cc1	-3	-4	4	-2	6	-5	6	1	0	1.0
CCOC(=O)CC1C(=O)NCCN1S(=O)(=O)c1ccc(C)cc1 (centres undefined)	6	-4	0	2	0	1	4	0	-2	-2.1
O=C(Cn1c(=O)oc2cc(S(=O)(=O)N3CCOCC3)ccc21)N1CCc2ccccc2C1	1	-1	-2	-1	4	-1	-6	-2	-2	-0.8

Exported bar-delimited: part of the list above
mol | Tn7 DDE FP | TCR-CD3 inh | UHRF1 binding | ABHD4 inh | HTRA1 inh | PRMT1 inh | SIAE primary | TDP2 inh | LEDGF integ inh | PG9 Ab binder
Cc1cc(F)c(F)c(C(=O)N2CCC(C)CC2)c1Cl | -2 | 1 | 0 | 3 | -8 | 0 | -2 | 5 | 2 | -1.8
O=C(CN1CCN(c2ccccc2O)CC1)Nc1ccc(S(=O)(=O)N2CCCCCC2)cc1 | 4 | 1 | -1 | -2 | -6 | 0 | 5 | -7 | -3 | 1.4

(more compounds)
SMILES	Tn7 DDE FP	TCR-CD3 inh	UHRF1 binding	ABHD4 inh	HTRA1 inh	PRMT1 inh	SIAE primary	TDP2 inh	LEDGF integ inh	PG9 Ab binder
COc1ccc(NC(=O)[C@@H]2CCCN2S(=O)(=O)c2ccccc2F)cc1S(=O)(=O)N1CCCCC1	9	-1	2	-2	2	4	-3	8	-4	0.1
N=c1n(CC(=O)O)c2ccccc2n1Cc1ccccc1Cl	-2	-5	9	-10	1	4	-4	-18	-1	1.9
Cc1ccc(Cc2cnc(N3C(=N)SC(c4ccccc4)C3=O)s2)cc1 (centres undefined)	2	-5	3	-31	-16	-1	-7	5	3	-2.3
CCOC(=O)n1c(=O)n(Cc2ccccc2)c2ccccc21	0	-3	1	1	-14	0	2	-5	8	1.4
COc1ccc(S(=O)(=O)NNc2nc(C)cc(C)n2)cc1[N+](=O)[O-]	0	6	-2	1	-1	1	2	-5	1	-3.0
COc1ccc(-c2nc(N)nc(C(F)(F)F)c2-c2ccccc2OC)c(O)c1	1	-4	2	-7	-13	7	-1	-4	4	-1.3
CCC(=NCCc1c(C)[nH]c2ccc(C)cc12)C1=C(O)CC(c2ccccc2)CC1=O (centres undefined)	-8	4	2	2	-13	-5	8	-13	1	-2.0
COc1ccc(C2(C)NC(=O)N(CC(=O)Nc3c(C)n(C)n(-c4ccccc4)c3=O)C2=O)cc1 (centres undefined)	-1	5	-2	-6	9	0	10	7	3	-0.4
COc1cc(/C=C/C(=O)NC(C)C2CC3CCC2C3)cc(OC)c1OC (centres undefined)	-2	0	-1	-3	-12	0	2	10	0	-1.4
Cc1ccc(-c2csc3ncn(CC#N)c(=O)c23)cc1C	-7	4	3	-10	-4	2	-10	-13	11	-2.7
Cc1[nH]c2ccccc2c1SCc1n[nH]c(=S)n1C	4	-1	1	12	4	-1	15	6	-4	-10
N#Cc1ccc(CSc2nnc(-c3c[nH]c4ccccc34)n2-c2ccccc2)cc1	0	1	1	-15	-42	-10	2	-10	6	2.2
CCOC(=O)c1[nH]c2ccc(C)cc2c1N=CN(CC)CC	-2	4	-4	2	7	-2	0	-6	2	-3.7
CC1(NC(=O)c2cccc(S(=O)(=O)N3CCN(c4ccccc4)CC3)c2)CCS(=O)(=O)C1 (centres undefined)	3	-1	2	-1	2	4	-2	-3	-4	0.0
CCNc1nc(Cl)nc(-c2cn(-c3ccccc3)c3ccccc23)n1	8	3	-2	-1	-4	1	-12	7	5	11*
COCCn1ccc2c(OCC(=O)NCCc3ccccc3)cccc2c1=O	2	1	0	2	-5	-3	2	2	-1	-0.5
COC(=O)N/N=C/c1ccccc1OCCOc1ccc(OC)cc1	-2	1	-1	-2	-5	-1	-2	-11	4	-4.0
Cc1c(CNC(=O)c2nn3c(c2Cl)NC(c2ccccc2)CC3C(F)(F)F)cnn1C (centres undefined)	0	-1	-4	-2	2	-3	4	-3	-1	-1.0
O=c1[nH]c(=S)[nH]c2c1C(C1CCCCC1)OC(C1CCCCC1)C2 (centres undefined)	4	3	-1	4	/	-4	-6	5	0	0.1
COc1ccc(-c2cccc(NS(=O)(=O)c3cc([N+](=O)[O-])c(C)c([N+](=O)[O-])c3)c2)nn1	5	9	-2	1	-3	0	7	16	-1	-1.0
Cc1ccc(-c2nc3cc(C)c(Br)c(C)n3c2Cc2ccsc2)cc1	-1	-10	-2	-3	/	5	-1	-13	2	1.3
O=C(c1ccc(S(=O)(=O)N2CCOCC2)cc1)N1CCN(c2ccccn2)CC1	2	1	8	0	3	2	0	1	5	1.9

Screens as filed in PubChem.
